Screening results (PubChem)
HepG2 tox – counter-screen for TGF-b inhibitors: cytotoxicity in HepG2 cells. HepG2 CAGA-GFP viability, ATP luminescence, 18 h. Potency, µM (top dose mostly 46.1 µM), without a hit: at the highest dose activity change, negative = cytotoxicity, actives largely listed as cytotoxic. hit rate 0.76% among 410,000; note: potency is the fitted concentration of half-maximal effect; some results filed as inactive show a strong effect at the top dose
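HepG2 CAGA-GFP cells (1000/well, DMEM with 1% FBS) received compound, then TGF-beta at 500 pg/mL final, and were incubated 18 hours at 37 degrees C. Viability was read by CellTiter-Glo luminescence. Media-only wells were set as complete cell-killing and DMSO as no toxicity.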
TGFb inhibitor – TGF-b pathway inhibition; HepG2 CAGA-GFP TGF-b/SMAD3 reporter, GFP fluorescence, 18 h; TGF-beta stimulated, 500 pg/mL final; AID 588855; hit rate 1.2% among 410,000; Potency, µM (doses to about 46.1 µM), without a hit: at the highest dose activity, negative = inhibition, hits mostly inhibitors; note: potency is the fitted concentration of half-maximal effect; % is set by controls: 0 for no effect and ±100 for the full control effect; nearly all actives have a fitted effect of over 65% in size
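Inhibition was scored as loss of TGF-beta-induced (500 pg/mL final, 18 hours, 37 degrees C) GFP in HEPG2 cells carrying a CAGA-GFP reporter, in DMEM with 1% FBS. Well GFP was summed per cell; Activity was normalised to unstimulated and stimulated DMSO wells, then concentration-response fitting.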
A549 viability – kills or reduces viability of A549 cells in Nrf2 counter-screen; Potency, µM (doses to about 46 µM), for inactives: at the highest dose activity change, negative = cytotoxicity, actives largely listed as inhibitors; A549 ARE-Fluc cells, CellTiter-Fluor viability, 18-24 h; AID 504648; hit rate 0.16% among 390,000; note: potency is the fitted concentration of half-maximal effect; % is set by controls: 0 for no effect and ±100 for the full control effect
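A549 ARE_Fluc cells in 5% FBS OPTI-MEM were exposed to compounds in concentration-response for 18-24 h at 37 deg C. Viability was read by CellTiter-Fluor fluorescence (Ex 405/Em 525) after 30 min, before the luciferase read.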
CCT chaperon mod – changes cytosolic chaperonin activity | purified chaperonin ATPase assay, HTRF ADP detection, 30 min | activity change, % (no concentration beside the values), hits read low | hit rate 0.3% among 360,000 | AID 651819; in the data active = activity change below about -30%; note: % is set by controls: 0 for no effect and ±100 for the full control effect
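Nucleotide hydrolysis assay: TRiC at 20–40 nM final (set by batch activity) with 10 uM ATP, 30 min at 37 °C, in presence of 76 uM compound. Detection by competitive ADP HTRF, 30 min ambient.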
pAkt inh – inhibitors of Akt phosphorylation. Neuro2A IGF-stimulated pAkt S473 HTRF, 20 min; stronger effect = lower value. activity change, % for hits at 50 µM. hit rate 0.32% among 360,000; in the data active = activity change below about -80%; inconclusive = mostly about -51% to -80%; note: % is set by controls: 0 for no effect and ±100 for the full control effect
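Neuro2A cells (4,500/well, DMEM with 0.5% FBS) were treated with compound at a single 50 µM final concentration, stimulated with 6 nM IGF for 20 min at 37 °C, and lysed. Phospho-Akt Ser473 was read by HTRF as 665/615 ratio ×10^4.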
Mm-Cpn inhibitor – M. maripaludis TRiC chaperonin inhibition | hit rate 0.031% among 330,000 | purified Mm-Cpn ATPase, ADP Transcreener TR-FRET | Potency, µM (series often up to 76.9 µM), for the others: at the top dose activity, negative = inhibition, most hits filed as inhibitors | AID 504842; note: potency is the fitted concentration of half-maximal effect; % is set by controls: 0 for no effect and ±100 for the full control effect; nearly all actives have a fitted effect of over 80% in size
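Compound-treated chaperonin, 25 nM final, turns over 10 uM ATP at 37°C for 30 min following a 10 min preincubation; ADP generated competes with ADP-d2 for Eu-cryptate antibody, lowering FRET.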
Nrf2 activator – activates Nrf2 signaling | Potency, µM (highest dose often 46.1 µM), for inactives: at the top dose activation, actives largely listed as activators | AREc32 ARE-luciferase reporter (MCF7-derived line), luminescence, 24 h | hit rate 0.31% among 410,000; note: potency is the fitted concentration of half-maximal effect; % of control where 0% means no effect; nearly all actives have a fitted effect of over 65% in size
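AREc32_Fluc, 1000 cells/well, OPTI-MEM + 5% FBS, o/n 37 deg C 5% CO2; 23 nL cpd by pin tool, 24 hr; Steady-Glo 30 min RT, luminescence.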
Abeta yeast res – A-beta toxicity reversal in yeast; yeast expressing A-beta42, growth rescue, OD600, 48 h; response scale: 0% DMSO, 100% iron-clioquinol control; Potency, µM (titrated, usually from 46.1 µM), for the others: top-dose growth rescue, actives largely listed as activators; hit rate 0.063% among 410,000; AID 1347071; note: potency is the fitted concentration of half-maximal effect; nearly all actives have a fitted effect of over 55% in size
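Yeast growth medium received pinned compounds, then yeast cells expressing toxic A-beta were added; plates incubated at 30 C for 48 hr. Growth read as absorbance at 600 nm, normalized to DMSO and equimolar FeCl3 plus clioquinol controls.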
Nrf2 inh – blocks Nrf2 signaling; A549 ARE-Fluc reporter, luciferase luminescence, 18-24 h; Potency, µM (highest dose often 46 µM), without a hit: top-dose activity change, negative = inhibition, hits mostly inhibitors; AID 504444; hit rate 2.1% among 360,000; note: potency is the fitted concentration of half-maximal effect; % is set by controls: 0 for no effect and ±100 for the full control effect; nearly all actives have a fitted effect of over 60% in size
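A549 ARE_Fluc cells, 5000/well, 5% FBS OPTI-MEM; compounds in dose-response, 18-24 h at 37 °C/5% CO2; CellTiter-Fluor viability read (Ex 405/Em 525), then BugLite luciferase luminescence = Nrf2 activity.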
* hit, by the source's call; i = inactive; ? = inconclusive; nt = no result given; [ ] = another dose, or the depositor's remark. Unless noted, calls come from the whole dose curve; as a rule, active = well fitted curve in the direction sought with a large enough effect; inconclusive = small, poorly fitted or top-dose-only effect, or another doubt; inactive = no such curve, though single readings can be large; an effect the other way counts as inactive or inconclusive.

Molecule	Nrf2 activator	Nrf2 inh	CCT chaperon mod	A549 viability	HepG2 tox	pAkt inh	TGFb inhibitor	Abeta yeast res	Mm-Cpn inhibitor
COC(=O)[C@@]12CCCN1[C@H](c1ccc(-c3ccc(F)cc3)cc1)[C@H]1C(=O)N(C)C(=O)[C@H]12	0.2%	5%	-4.4	-5%	-7%	i	-1%	-18%	0%
NC(=O)CC(NC(=O)Cc1cccc2ccccc12)c1ccc(NCc2ccc(F)c(F)c2)c([N+](=O)[O-])c1 (stereo not drawn)	3.6%	-27%	2.6	-23%	-39%	i	-22%	-15%	-2%
CCOCCCNC(=O)c1c[nH]c2ccc(S(=O)(=O)Nc3cccc(Cl)c3C)cc2c1=O	4.2%	?	nt	-2%	-27%	nt	7%	9%	nt
CC1=C(C(=O)N2CCOCC2)CC(CC(=O)NCC2CCCCC2)C(=O)N1Cc1ccc(F)cc1 (stereo not drawn)	-0.3%	nt	-1.0	nt	-8%	i	-4%	-2%	nt
Cc1cc(C)c(NC(=O)CNC(=O)c2ccc(-n3cncn3)c([N+](=O)[O-])c2)c(C)c1	-0.8%	5%	0.9	2%	-5%	i	4%	-9%	2%
COc1ccc(Cl)cc1NC(=O)c1cnc2sc(N3CCOCC3)nn2c1=O	?	16%	nt	8%	-7%	nt	-1%	-7%	nt
Cc1nn(CC(=O)NCCc2ccccc2)c(C)c1[N+](=O)[O-]	6.0%	?	-3.8	3%	-19%	i	-5%	13%	0%
CCC(CO)Oc1cc(NC(=O)c2ccc(N)cc2)c2ncn(C(C)C)c2c1 (stereo not drawn)	3.3%	13%	-1.1	0%	7%	i	?	-26%	-5%
O=C(Nc1ccc(F)cc1)Nc1ccccc1NS(=O)(=O)c1cccs1	-0.1%	-28%	0.2	2%	-10%	i	-22%	-5%	0%
COCCn1c(-c2ccc(OC(F)(F)C(F)C(F)(F)F)cc2)nc2c1c(=O)[nH]c(=O)n2CC(C)C (stereo not drawn)	11%	18µM*	-4.1	-8%	-11%	i	?	16%	1%
CCOC(=O)Cc1csc(NC(=O)CCCN2C(=O)c3ccccc3C2=O)n1	-0.9%	nt	-2.6	-2%	4%	i	3%	0%	0%
CC(OC(=O)c1cccc(S(=O)(=O)N2CCOCC2)c1)C(=O)NCC1CCCCC1 (stereo not drawn)	-1.1%	nt	0.7	nt	-7%	i	1%	1%	nt
CN1CCN(c2ccc(C(=O)NC3CCCCC3)cc2[N+](=O)[O-])CC1	4.5%	1%	-0.2	0%	0%	i	6%	-3%	0%
Cc1ccc(C)c(NC(=O)CSc2nnc(C)c(=O)n2N)c1	-0.6%	-11%	-0.2	-2%	6%	i	8%	11%	-2%
CN(C)[C@H]1CCN([C@H]2CS(=O)(=O)N[C@@H]2COCc2ccccc2)C1	0.0%	nt	1.4	nt	-31%	i	3%	-9%	nt
COc1cc(NC(C)=O)ccc1-c1cc2ccccc2oc1=O	13%	12%	-0.5	-3%	-14%	i	?	0%	0%
O=C(Nc1cc([N+](=O)[O-])ccc1O)c1cccc(NC(=O)c2ccco2)c1	?	5%	0.1	-20%	-1%	i	-4%	4%	-2%
CC(=O)C1C(c2ccc(O)cc2)NC(=O)NC1(O)C(F)(F)F (stereo not drawn)	-0.8%	1%	0.9	-1%	-1%	i	-3%	3%	0%
O=C(C[C@H]1C/C=C\C[C@H](Cc2ccc(F)cc2)C(=O)O[C@@H](c2ccccc2)CNC1=O)NCCO	0.1%	8%	-0.7	-2%	-10%	i	-27%	-5%	1%
N#Cc1c2ncn(CC(=O)c3ccc(Br)cc3)c(=O)c2c2n1CCC2	0.2%	nt	-12	-4%	5%	?	13%	27%	0%
Cc1coc2cc3oc(=O)c(CCC(=O)NCc4ccc(Cl)cc4)c(C)c3cc12	0.0%	-24%	nt	0%	-27%	nt	3%	-33%[inhibitor]	nt
CC(=O)c1cccc(NC(=O)Cn2cnc(S(=O)(=O)N3CCOCC3)c2)c1	-0.7%	3%	-0.5	-1%	-1%	i	11%	-8%	-2%
COc1ccc(CNC(=O)COC(=O)CNC(=O)c2sc3ccccc3c2Cl)cc1OC	-0.3%	1%	0.4	0%	0%	i	10%	-2%	-8%
CC(=O)NC(Cc1ccc(C(C)C)cc1)C(=O)NC1CCN(C(=O)c2cccc(C)c2)CC1 (stereo not drawn)	0.5%	-16%	-0.9	7%	-5%	i	4%	12%	2%
COc1cc(C(N)=O)ccc1OCc1ccccc1	2.2%	9%	-2.2	-9%	-21%	i	6%	16%	nt

Single entries from the entries so far:
`COC(=O)[C@@]12CCCN1[C@H](c1ccc(-c3ccc(F)cc3)cc1)[C@H]1C(=O)N(C)C(=O)[C@H]12` @ HepG2 tox: -7%
`N#Cc1c2ncn(CC(=O)c3ccc(Br)cc3)c(=O)c2c2n1CCC2` @ TGFb inhibitor: 13%

The results go on.
Molecule	Nrf2 activator	Nrf2 inh	CCT chaperon mod	A549 viability	HepG2 tox	pAkt inh	TGFb inhibitor	Abeta yeast res	Mm-Cpn inhibitor
Cc1ncc(S(=O)(=O)c2ccccc2)c(-c2ccccc2Cl)n1	-0.7%	1%	-0.8	-1%	-15%	i	10%	19%	-1%
CCc1nc2ccc(C(=O)N3CCN(C(C)=O)CC3)cn2c1N(C)C(=O)c1cccc(OC)c1	0.3%	nt	0.8	nt	3%	i	20%	-10%	nt
COc1ccc(C(=O)N2CCN(Cc3ccc(OC)c(OC)c3)CC2)cc1	-0.1%	-3%	-0.6	3%	-2%	i	-1%	2%	-3%
CCOC(=O)c1cnc2c(OC)cccc2c1N1CCN(c2ccc(OC)cc2)CC1	1.8%	-8%	-2.7	0%	6%	-128%*	0%	-6%	-1%
Cc1nc2ccc(NC(=S)NCc3ccccc3)cc2nc1C	4.4%	?	-1.2	2%	-18%	i	-6%	-17%	-1%
Cc1cc(NC(=O)CN(C)S(=O)(=O)c2cccc(Cl)c2)no1	-0.4%	7%	-2.4	1%	-4%	i	3%	-4%	-4%
CC(C)Cc1c2c([nH]c(=S)c1C#N)CCCC2	-0.1%	-5%	-3.1	13%	5%	i	?	5%	-9%
CCCn1c(SCC(=O)NC2CCCc3ccccc32)n[nH]c1=O (stereo not drawn)	-0.7%	10%	2.1	-1%	-1%	i	-7%	-12%	0%
O=C(O)c1ccc2c(=O)[nH]c(CN3CCOCC3)nc2c1	0.2%	-7%	-2.3	0%	-3%	i	2%	11%	0%
CCOc1ccc(CCNC(=O)COC(=O)CNS(=O)(=O)c2ccc(C)cc2)cc1OCC	0.1%	2%	-2.3	-3%	9%	i	21%	15%	-1%
CN(C)CCC1CCN(c2cc(C#N)c(C#N)cc2[N+](=O)[O-])CC1	2.4%	1%	0.4	-5%	-24%	i	10%	-11%	1%
C[C@@H]1[C@H]2CCCC[C@H]2CN(C(=O)OC(C)(C)C)[C@@H]1c1cn(Cc2ccccc2)c2ccc(F)cc12	0.0%	2%	-0.2	1%	2%	i	12%	7%	2%
N#CC(C#N)=C1NC2(CCCC2)Cc2ccccc21	4.6%	7%	-0.5	-1%	-1%	i	8%	-1%	0%
O=C(CCS(=O)(=O)c1ccc(Br)s1)Nc1cc(C(F)(F)F)cc(C(F)(F)F)c1	-3.1%	23µM*	nt	?	16µM*	nt	?	-5%	nt
CN1C(=O)[C@@H]2[C@H](C1=O)[C@@H]1C(=O)Nc3ccccc3C(=O)N1[C@@H]2c1ccc(F)cc1	-0.8%	12%	-1.0	3%	13%	i	?	-13%	1%
CCc1nc2ccc(C(=O)NCCN3CCNC3=O)cn2c1N(CCC(C)C)CCN(C)C	-1.0%	nt	1.5	nt	-4%	i	10%	-19%	nt
CCOc1cc(C(=O)NCCc2sc(-c3ccc(F)cc3)nc2C)cc(OCC)c1OCC	0.5%	nt	nt	-2%	16%	nt	-6%	-8%	nt
COc1ccc(Cl)cc1S(=O)(=O)NC(C)C(=O)NCCCn1ccnc1 (stereo not drawn)	0.4%	1%	-0.2	-1%	10%	i	17%	10%	0%
CC(=O)N1c2ccc(S(=O)(=O)N3CCCCCC3)cc2CC1C(=O)NC(C)C (stereo not drawn)	-1.2%	nt	nt	5%	-3%	nt	-21%	-10%	nt
CCCN(Cc1cccs1)C(=O)Nc1cc(OC)ccc1OC	3.2%	-17%	nt	5%	-6%	nt	25%	19%	nt
COc1ccc(N2CCN(CC(O)COC(c3ccccc3)c3ccccc3)CC2)cc1 (stereo not drawn)	1.5%	-25%	0.4	0%	-11%	i	-1%	2%	1%
O=C(NCc1nc2ncc(Br)cc2[nH]1)c1ccccc1	3.4%	3%	0.3	-2%	6%	i	8%	1%	1%
Fc1ccc(CNc2nc(-c3ccccc3)nc3ccccc23)cc1	7.9%	9%	0.5	1%	2%	i	18µM*	-1%	0%
CCOc1ccc(C2/C(=C(\O)c3ccc4c(c3)OCCO4)C(=O)C(=O)N2CCCN2CCOCC2)cc1 (stereo not drawn)	-0.2%	0%	-0.2	-2%	-6%	i	5%	?	1%
CCN(CC)C(=O)[C@H]1CC(CC(=O)NCCCOC)C(=O)N2CCc3c([nH]c4ccccc34)[C@]12C (stereo partly drawn)	-0.5%	-2%	-2.1	4%	-7%	i	8%	-13%	0%
